STEP block: STEP phosphatase inhibitors, primary screen, biochemical, fluorescence intensity, uHTS; Tyrosine-protein phosphatase non-receptor type 5 (Homo sapiens), P54829; recombinant STEP, OMFP fluorogenic substrate; inhibition, % at 20 µM; 360,000 tested, 0.25% active; AID 588621, 2011;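 active = inhibition at 20 µM, scaled per plate between control wells, above about 37%, limit read from the data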;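 note: 0% = DMSO with enzyme and substrate and 100% = substrate only without enzyme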
Target sequence (P54829 whole entry, looked up): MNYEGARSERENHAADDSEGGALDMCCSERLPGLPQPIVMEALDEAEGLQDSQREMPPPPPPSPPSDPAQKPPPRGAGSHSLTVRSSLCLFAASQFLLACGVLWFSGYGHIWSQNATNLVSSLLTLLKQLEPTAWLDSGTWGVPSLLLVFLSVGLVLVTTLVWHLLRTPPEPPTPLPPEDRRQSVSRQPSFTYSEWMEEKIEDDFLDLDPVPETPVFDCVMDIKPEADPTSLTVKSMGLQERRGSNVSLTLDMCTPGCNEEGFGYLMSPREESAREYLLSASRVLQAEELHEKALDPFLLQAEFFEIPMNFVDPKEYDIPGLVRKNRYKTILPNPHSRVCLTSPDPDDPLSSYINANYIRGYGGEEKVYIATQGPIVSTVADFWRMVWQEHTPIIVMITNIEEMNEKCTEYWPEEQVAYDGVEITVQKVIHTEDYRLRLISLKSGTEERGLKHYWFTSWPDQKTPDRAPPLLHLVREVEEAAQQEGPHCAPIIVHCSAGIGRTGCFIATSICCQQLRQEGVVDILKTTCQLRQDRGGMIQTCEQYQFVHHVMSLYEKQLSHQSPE
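Material: STEP (striatal-enriched tyrosine phosphatase) enzyme, cell-free | Medium: 50 mM Bis-Tris pH 6.0 with 2.5 mM DTT and 0.005% Tween 20 | Read-out: Percent inhibition scaled to no-enzyme and uninhibited-enzyme controls, plate-pattern corrected | Signal: Fluorescence read at 480 nm ex / 540 nm em | Times: 20 min reaction, room temperature, in the dark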
NRP1-CendR mod: modulators of CendR peptide binding to NRP-1, primary screen, biochemical, fluorescence polarization, uHTS | Neuropilin-1 (Homo sapiens), O14786 | FAM-RPARPAR peptide binding to NRP-1 | inhibition, % at 25 µM | 360,000 tested, 0.85% active | AID 602438, 2012;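 active = inhibition or corrected inhibition above about 18%, plus a signal ratio from 0.5 to 1.5, limit read from the data, passing the limit was not always enough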; note: strong numbers were not always called active
eLon inh: inhibitors of E. coli Lon protease, primary screen, biochemical, fluorescence polarization. P0A9M0. purified E. coli Lon protease. inhibition, % at 7.94 µM. 360,000 tested, 0.42% active; in the data active = inhibition above about 13%, passing the limit was not always enough;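 note: 0% = enzyme with probe and DMSO and 100% = no enzyme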
LMPTP inh: LMPTP phosphatase inhibitors, primary screen, biochemical, fluorescence intensity, uHTS; Low molecular weight phosphotyrosine protein phosphatase (Homo sapiens), P24666; recombinant LMPTP-A, OMFP fluorogenic substrate; inhibition, % at 20 µM; 360,000 tested, 0.22% active; AID 651560, 2012;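 active = compounds that cut the enzyme signal by at least half of the control window in the single-dose screen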;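 note: plate controls were DMSO wells with enzyme plus substrate for no effect and substrate without enzyme for full effect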
Target sequence (P24666 whole entry, looked up): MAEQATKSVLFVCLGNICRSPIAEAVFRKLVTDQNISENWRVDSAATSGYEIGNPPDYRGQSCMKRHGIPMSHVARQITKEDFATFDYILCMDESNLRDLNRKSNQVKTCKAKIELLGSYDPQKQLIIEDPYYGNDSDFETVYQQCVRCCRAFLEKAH
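Test system: LMPTP-A phosphatase enzyme. Amount: LMPTP-A at 0.625 nM final in the reaction. Reagent: OMFP substrate, 400 µM final. Times: 50 min at room temperature. Signal: endpoint fluorescence intensity from OMFP dephosphorylation. Read-out basis: % inhibition. Benchmarks: no-enzyme and uninhibited controls.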
Scp-1 inhibitor: Scp-1 phosphatase inhibitors, primary screen, biochemical, colorimetric, uHTS. Carboxy-terminal domain RNA polymerase II polypeptide A small phosphatase 1 (Homo …. Recombinant Scp1, phosphopeptide, malachite green phosphate absorbance. inhibition, % at 20 µM. 340,000 tested, 0.88% active. AID 493091, 2011;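 active = inhibition above about 50% at 20 µM, limit read from the data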;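 note: plate controls were DMSO wells with enzyme for no effect and wells lacking enzyme for full effect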
Target sequence (Q9GZU7 76-261 limits assumed): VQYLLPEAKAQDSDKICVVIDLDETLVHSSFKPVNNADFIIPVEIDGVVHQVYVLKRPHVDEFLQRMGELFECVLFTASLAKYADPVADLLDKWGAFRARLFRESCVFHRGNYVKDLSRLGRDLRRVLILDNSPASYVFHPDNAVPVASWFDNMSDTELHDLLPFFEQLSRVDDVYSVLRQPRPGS
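System: truncated SCP-1 phosphatase (76-261aa); medium: Tris acetate buffer pH 5.5 with MgCl2 and Tween-20; incubation: 45 min room-temperature reaction, 5 min colour, 30 min stabiliser; compound: single 20 µM dose, 1% DMSO; reagent: Phosphorylated 17-residue peptide substrate; read-out: % inhibition at 20 µM; technique: colorimetric free-phosphate detection, absorbance 630 nm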
Tb MetRS inh: T. brucei MetRS inhibitors, primary screen, biochemical, luminescence | 360,000 tested, 0.4% active | inhibition, % at 11.9 µM | purified T. brucei MetRS, ATP depletion, Kinase-Glo luminescence | methionyl-tRNA synthetase (Trypanosoma brucei brucei) | AID 624268, 2012;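 active = inhibition above a per-plate cutoff of the control wells' mean inhibition plus 3 SD, cut at about 5.5% in these data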;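 note: 0% = DMSO wells median and 100% = median of wells with control inhibitor compound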
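assay system = parasite MetRS enzyme | timing = 15 min preincubation, 2 h reaction, all 25 °C | evaluation = percent inhibition relative to median high and low control wells | medium = HEPES buffer containing pyrophosphatase, BSA, spermine, DTT | compound = single dose, 11.9 µM final nominal, 0.9% final DMSO | detection = Kinase-Glo luminescence, ATP depletion format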
DNMT1 block: human DNMT1 methyltransferase inhibitors, primary screen, biochemical, molecular beacon, fluorescence, HinP1I cleavage, uHTS | 360,000 tested, 0.83% active | inhibition (reported as % activation of signal), % at 10 µM | DNA (cytosine-5)-methyltransferase 1 (Homo sapiens), P26358 | AID 588458, 2011; in the data active = inhibition above about 50%
MsrA inh: bovine MsrA enzyme inhibitors, primary screen, biochemical, absorbance, HTS; AID 651718, 2012; inhibition, % at 15.5 µM; Methionine sulfoxide reductase A (Bos taurus); 360,000 tested, 0.75% active; purified bovine MsrA, absorbance read-out; in the data active = inhibition above about 4.5%;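 note: 0% = vehicle wells with enzyme and 100% = reference inhibitor wells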
SUMO1-SIM PPI: modulators of SUMO1 protein-protein interactions, primary screen, biochemical, uHTS | SUMO1 binding to a labelled peptide, TR-FRET, 1 h | Small ubiquitin-related modifier 1 (Homo sapiens), P63165 | inhibition, % at 20 µM | 360,000 tested, 0.33% active; in the data active = inhibition above about 37%
Target sequence (P63165 whole entry, looked up): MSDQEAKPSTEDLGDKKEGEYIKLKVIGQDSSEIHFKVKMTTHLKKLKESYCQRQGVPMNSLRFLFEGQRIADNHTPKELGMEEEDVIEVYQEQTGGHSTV
bovine MsrA act: bovine MsrA enzyme activators, primary screen, biochemical, absorbance, HTS | Methionine sulfoxide reductase A (Bos taurus) | purified bovine MsrA, absorbance read-out | activation, % at 10.6 µM | 360,000 tested, 0.3% active; in the data active = activation above about 7.5%;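 note: 0% = vehicle and 100% = reference activator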
* = called active by the depositor; x = not tested or not shown.

SMILES | STEP block | NRP1-CendR mod | eLon inh | LMPTP inh | Scp-1 inhibitor | Tb MetRS inh | DNMT1 block | MsrA inh | SUMO1-SIM PPI | bovine MsrA act
CCCOC1OC(=O)c2c1ccc(OC)c2OC (centres undefined) | -3 | 6 | 3 | -1.9 | -10 | -0.1 | 1 | -0.6 | 2 | -3
O=C(NCCc1c[nH]c2ccccc12)C(=O)NCC1OCCCN1S(=O)(=O)c1cc(F)ccc1F (centres undefined) | 1 | 8 | -6 | 0.8 | -7 | -0.3 | -18 | -0.1 | -3 | -3
CSc1cc(-c2ccc(Cl)cc2)[nH]c(=O)c1C#N | 1 | -7 | 6 | 20 | -7 | -0.1 | 2 | 0.1 | -9 | -2
Cc1ccc2cc(CCNC(=O)CCCc3ccccc3)c(=O)[nH]c2c1C | 0 | -1 | -12 | -0.9 | -8 | -0.1 | -3 | 0.5 | -4 | -1
NC(=O)[C@@H]1CCCNc2c(F)cc([N+](=O)[O-])cc2C(=O)N[C@@H](CO)C(=O)N[C@@H](Cc2ccc(O)cc2)C(=O)N1 | 3 | -5 | 5 | -0.5 | 0 | 0.4 | 2 | 1.2 | -23 | -9
Cc1ccc2c(c1)COc1c3ccc(C(=O)N4CCOCC4)cc3nn1-2 | -1 | 7 | 1 | -0.6 | -2 | -0.3 | 4 | 1.2 | -26 | -2
COc1ccc(C(=O)N2CCC(C(=O)N3CCN(c4ccccc4)CC3)CC2)cc1 | 0 | 7 | -8 | -0.7 | -2 | 0.2 | 4 | 1.2 | 6 | -2
CC(CN1CCCCC1)OC(=O)c1ccccc1F (centres undefined) | -2 | 5 | -3 | -1.7 | -1 | -1.8 | 2 | 1.0 | -3 | -8
CCOC(=O)N1CCN(S(=O)(=O)c2ccc3c(c2)NC(=O)CO3)CC1 | -2 | 8 | -1 | 0.9 | -10 | -0.2 | 3 | -0.6 | -1 | -2
O=C(CCNS(=O)(=O)c1ccc(Cl)cc1)OCC(=O)N1CCN(C(=O)c2ccco2)CC1 | 0 | 4 | -4 | -0.4 | -4 | -0.2 | 0 | 0.2 | 2 | -3
Cc1ccn2c(NC(C)(C)C)c(-c3cccs3)nc2c1 | -1 | 6 | -8 | 0.3 | -3 | -0.7 | 2 | 1.4 | 1 | -1
Cc1ccc(NC(=O)CSc2nnc(-c3ccc(S(=O)(=O)N4CCCC4)cc3)o2)cc1C | 2 | 26* | -6 | 3.6 | 9 | 0.3 | 25 | -0.4 | -3 | -1
Cc1cnc(C(=O)OCC(=O)c2c(N)n(CC(C)C)c(=O)n(C)c2=O)cn1 | -1 | -23 | -6 | -0.2 | -5 | -0.2 | -1 | -1.2 | -7 | -1
C=C(C)Cn1c(SCC(=O)N/N=C/c2ccccc2OCC(=O)O)nnc1-c1ccc(Br)cc1 | -2 | -1 | 2 | -0.3 | 16 | -0.2 | 0 | 0.7 | 3 | -4
CCOC(=O)Cc1csc(NC(=S)NC(=O)c2ccccc2Br)n1 | 2 | -4 | -2 | -0.6 | -8 | -0.5 | 1 | 1.9 | 0 | 0
CCc1cccc2c(/C=N/NC(=O)c3cccc(S(=O)(=O)Nc4ccccc4Cl)c3)c[nH]c12 | -3 | -7 | 1 | 5.5 | -7 | 0.3 | -18 | 2.8 | 29 | -2
CN(Cc1ccco1)C(=O)Cn1ncc2c([nH]c3ccccc32)c1=O | -2 | 13 | 5 | -1.5 | -4 | -0.6 | 0 | 1.0 | 0 | -2
CCOCCCNC(=O)c1cc(C)nn1-c1ccccc1 | -4 | 1 | -4 | -1.6 | -10 | 0.3 | -2 | -0.8 | 0 | -1
O=C(Nc1ccc(Cl)cc1C(=O)O)c1ccc2c(c1)C(=O)N(Cc1ccco1)C2=O | 5 | -96 | -12 | 1.6 | 22 | -0.2 | 21 | 1.9 | 14 | -6
O=C(c1cccs1)N1CCN(S(=O)(=O)N2CCCCC2)CC1 | -2 | -8 | 7 | 0.2 | -5 | -0.9 | -3 | -0.5 | 1 | -4
CCCN1C(=O)C2C(C(=O)Nc3cccc(OC)c3)C3C=CC2(O3)C1C(=O)NC1CCCCC1 (centres undefined) | 0 | -9 | -9 | -0.6 | -5 | 0.3 | 3 | 0.6 | 2 | 2
O=S(=O)(c1ccc2c(c1)N(Cc1ccc(Cl)cc1)C1CCCN21)N1CCOCC1 (centres undefined) | -1 | -27 | -5 | 2.4 | -6 | -1.3 | 8 | 1.2 | 1 | -10
CCN(CC)S(=O)(=O)c1ccc(N2CCCC2)c(C(=O)OCC(=O)N2CCCC2)c1 | 1 | -1 | 1 | -0.1 | 10 | -0.2 | 1 | -0.1 | -2 | 1
COC(=O)c1csc(S(=O)(=O)N2CCOCC2)c1OC | -1 | 13 | -6 | -2.0 | -7 | -0.5 | 0 | -0.6 | 5 | -3
COC(=O)c1sccc1NC(=O)c1ccccc1F | 0 | -10 | -6 | 1.0 | -14 | -0.3 | 4 | 0.2 | -3 | -3
COc1ccc(C(=O)Nc2cc(C)nn2-c2cccc(F)c2)cc1 | 0 | -9 | 2 | -1.6 | -10 | 0.3 | 0 | -0.1 | -1 | 1
COc1nc(NC(C)(C)C)nc(Oc2ccc(=O)n(C)n2)n1 | -2 | -6 | -2 | -2.1 | -7 | 0.0 | -2 | -0.2 | 1 | -2
O=S(=O)(NCCSc1ccc(Cl)cc1)c1ccc2c(c1)OCCO2 | -2 | 8 | 7 | 3.7 | -13 | 0.0 | -9 | -0.8 | -3 | -5
CCc1ccc(/C=C2\SC(=S)N(CCCC(=O)N3CCN(C)CC3)C2=O)cc1 | 3 | -4 | -2 | -7.7 | x | -0.2 | -8 | 0.9 | -34 | -2
CN(C(=S)NC(=O)CCCOc1ccc(Cl)cc1Cl)c1ccccc1 | 2 | 1 | -3 | 2.4 | -8 | 1.9 | 0 | -0.5 | 1 | -1
COc1ccc(S(=O)(=O)N2CCN(C(=O)NC3CCCCC3)CC2)cc1OC | -2 | 4 | -1 | -2.4 | -3 | -1.1 | 5 | -1.7 | 3 | -4
CC(C)C[C@H](NC(=O)N1CCCCCC1)C(=O)O | -3 | 4 | 4 | -1.2 | 6 | 0.1 | 0 | -0.4 | -4 | -4
CCOC(=O)C1=C(COC(=O)c2cccc(NC(C)=O)c2)NC(=O)NC1C (centres undefined) | 0 | 5 | 12 | -0.7 | -1 | -0.3 | 2 | -0.3 | -1 | -2
CCN(CC)S(=O)(=O)c1ccc(N(C)C)c(NC(=O)C2CCCC2)c1 | 2 | 7 | -2 | 1.0 | 11 | -0.3 | 1 | 1.1 | -6 | -10
COc1ccc(NC(=O)C2C3C=CC(C3)C2C(=O)O)cc1 (centres undefined) | -2 | -11 | -1 | -1.0 | 4 | -0.3 | 1 | 0.1 | 0 | -3
CC1=Nc2cc(C(=O)NCCCN3CCN(C)CC3)ccc2Sc2ccc(C)cc21 | 3 | 19 | -6 | -8.1 | -2 | 0.6 | -3 | 1.5 | -19 | 0
COc1ccc(C(=O)OCC(=O)NCCCc2ccccc2)c(OC)c1 | 5 | 0 | 0 | -0.3 | -10 | -0.6 | 4 | 0.8 | 6 | -4
Cc1ccc(OCCCC(=O)ON=C(N)c2ccccc2C)cc1 | 0 | -4 | 2 | 2.9 | 3 | -0.5 | 1 | 0.4 | 6 | -3
O=C(O)C1(P(=O)(c2ccc(Cl)cc2)c2ccc(Cl)cc2)CC1 | 1 | -3 | -1 | -1.0 | -6 | -0.8 | 3 | 0.3 | -4 | -3
CC(C)NC(=S)N/N=C1\CCCCC1C1CCCCC1 (centres undefined) | -9 | -12 | 2 | 0.8 | -2 | 0.0 | -17 | -0.8 | 1 | -1

2 records drawn at random from the list so far, as already listed:
SMILES | STEP block | NRP1-CendR mod | eLon inh | LMPTP inh | Scp-1 inhibitor | Tb MetRS inh | DNMT1 block | MsrA inh | SUMO1-SIM PPI | bovine MsrA act
CCOC(=O)N1CCN(S(=O)(=O)c2ccc3c(c2)NC(=O)CO3)CC1 | -2 | 8 | -1 | 0.9 | -10 | -0.2 | 3 | -0.6 | -1 | -2
CC(C)NC(=S)N/N=C1\CCCCC1C1CCCCC1 (centres undefined) | -9 | -12 | 2 | 0.8 | -2 | 0.0 | -17 | -0.8 | 1 | -1

Remaining list, next part:
SMILES | STEP block | NRP1-CendR mod | eLon inh | LMPTP inh | Scp-1 inhibitor | Tb MetRS inh | DNMT1 block | MsrA inh | SUMO1-SIM PPI | bovine MsrA act
COc1cc(-c2nc3c4ccccc4nc(=S)n3[nH]2)cc(OC)c1OC | 0 | -18 | -9 | 2.9 | -10 | 1.6 | -1 | -0.9 | 8 | 1
Cc1nnsc1-c1nnc(SCC(=O)c2ccc(F)cc2)n1C1CC1 | 1 | 6 | -1 | -1.5 | 3 | 0.0 | 1 | -0.1 | -3 | -1
COc1ccc(CN(C)C[C@@H]2OCc3cnnn3CCCC(=O)N([C@H](C)CO)C[C@H]2C)cc1 | -4 | 6 | 0 | -2.8 | x | 0.4 | 5 | -1.9 | -2 | -1
CC(C)(C)NC(=O)CN(C(=O)C(=O)Nc1ccc2c(c1)OCCO2)C1CCCC1 | 1 | 14 | -8 | -0.9 | 3 | -0.3 | -1 | -0.1 | 3 | -1
CCN(CC)C(=O)Cn1cc(C(=O)C(=O)Nc2ccc3c(c2)OCO3)c2ccccc21 | -1 | -27 | 4 | 0.0 | x | -0.2 | 1 | 2.0 | -17 | -2
COc1ccccc1CC(=O)Nc1cccc(C(=O)Nc2nccs2)c1 | 0 | -4 | 1 | -0.9 | -14 | -0.6 | -2 | -1.4 | 1 | -2
Cc1ccn2c(C(=O)NN=C3CCCCCCC3)c(C)nc2c1 | -1 | -1 | 2 | -2.0 | -3 | -0.8 | 1 | 0.2 | 0 | -7
Cc1ccc(NC(=O)CCN2C(=O)NC3(CCCC3)C2=O)cc1 | 0 | -6 | -4 | -0.9 | 1 | -0.4 | -1 | -0.2 | 7 | -4
COCCOC(=O)C1=C(C)OC(N)=C(C#N)C1c1ccc2c(c1)OCO2 (centres undefined) | -1 | 16 | -8 | -0.1 | -9 | -0.6 | 0 | 1.0 | 5 | 1

Bioassay records from PubChem.

Hits appear at their usual frequency; 4.3% or so of the library scored in one or more.
